ARFGAP1 inh: inhibitors of rat ARFGAP1; Q62848; Arfgap1-stimulated ARF1 GTP hydrolysis, GDP FP detection; inhibition, % at 16.5 µM; hit rate 0.26% among 360,000;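 active means inhibition above a per-plate limit, mean inhibition of low control wells plus 3 SD, cut at about 25% in these data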;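 further: 0% = DMSO wells with enzyme and 100% = wells lacking Arfgap1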
Target sequence (Q62848 1-136 limits assumed): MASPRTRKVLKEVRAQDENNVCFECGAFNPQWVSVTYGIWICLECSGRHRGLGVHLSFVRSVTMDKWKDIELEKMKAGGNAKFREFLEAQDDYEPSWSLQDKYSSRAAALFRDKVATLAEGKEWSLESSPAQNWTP
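Material: rat Arfgap1 catalytic domain, aa 1-136; also added: human ARF1(Δ1-17)-GTP substrate; compound dosing: one concentration, 16.5 µM, DMSO 1.26%; incubation: GTP hydrolysis reaction 2 h at 25 °C; measured by: Tracer-displacement fluorescence polarization with EDTA stop, 620/688 nm; evaluation: % inhibition from polarization; repeats: one replicate per compound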
rCAG RNA binder: r(CAG) repeat RNA binding; hit rate 1.3% among 370,000; inhibition, % at 3 µM; AID 651821; TO-PRO-1 dye displacement fluorescence;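 active means inhibition above the plate cutoff, the mean of all test compounds on that plate plus 3 SD, cut at about 35% in these data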;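 further: 0% = DMSO alone and 100% = 100 µM mitoxantrone as full dye displacement; higher means more dye released from RNA so lower well fluorescence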
GC-A act: GC-A (human) enzyme activation; HEK293 GC-A cells, cGMP TR-FRET, EC30 ANP; 0% at EC30 ANP, 100% saturating ANP; activation, % at 10 µM; hit rate 0.14% among 370,000; AID 1671463; in the data active means activation above about 40%
PG9 binder: binds the HIV-1 gp120 antibody PG9; TR-FRET gp120-PG9 antibody binding; inhibition, % at 6.7 µM; hit rate 0.43% among 360,000; AID 624416; in the data active means inhibition above about 8.5%
ABHD4 inh: inhibitors of mouse ABHD4 | inhibition, % at 8.92 µM | purified mABHD4, FP-Rh probe fluorescence polarization | hit rate 0.54% among 370,000;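 active means inhibition exceeding the mean over every tested compound plus 3 SD, cut at about 30% in these data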;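 further: 0% = plate median of compound wells and 100% = S159A mutant with DMSO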
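Material: mouse ABHD4 enzyme, wild type; Benchmarks: S159A mutant high control, sample median low control; Buffer or medium: HEPES pH 7.0, NaCl, Pluronic buffer; Signal: fluorescence polarization; Read-out: percent inhibition of probe binding, normalized to plate controls; Timing: pre-incubation 45 min, probe exposure 60 min, at 25 °C; Dosing: 8.92 µM, single dose.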
NPR2 activator: GC-B (human) receptor activation; activation, % at 10 µM; P20594; AID 1920062; hit rate 0.11% among 370,000; HEK293-GC-B cells, CNP EC30, cGMP TR-FRET; 0% at EC30 CNP, 100% saturating CNP;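 active means activation at 10 µM reaching about 35% in either raw or pattern-adjusted values, limit read from the data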
NR1D1 modulator: modulates human Rev-erb alpha binding to DNA; AID 1259318; hit rate 0.79% among 370,000; Rev-erbα–FITC-DNA binding, fluorescence polarization, 90 min; activity, % at 10 µM; P20393;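 active means activity above about 14%, limit read from the data; passing the limit was not always enough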;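 further: 0% = DMSO wells with 35 nM protein and 100% = DMSO wells with 750 nM protein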
ASAP1 inh: inhibitors of human ASAP1 ArfGAP activity. Q9ULH1. ASAP1-stimulated ARF1 GTP hydrolysis, GDP FP detection. inhibition, % at 16.5 µM. hit rate 0.19% among 360,000; in the data active means inhibition above about 25%;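 further: 0% = vehicle with enzyme and substrate and 100% = no enzyme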
Target sequence (Q9ULH1 325-724 limits assumed): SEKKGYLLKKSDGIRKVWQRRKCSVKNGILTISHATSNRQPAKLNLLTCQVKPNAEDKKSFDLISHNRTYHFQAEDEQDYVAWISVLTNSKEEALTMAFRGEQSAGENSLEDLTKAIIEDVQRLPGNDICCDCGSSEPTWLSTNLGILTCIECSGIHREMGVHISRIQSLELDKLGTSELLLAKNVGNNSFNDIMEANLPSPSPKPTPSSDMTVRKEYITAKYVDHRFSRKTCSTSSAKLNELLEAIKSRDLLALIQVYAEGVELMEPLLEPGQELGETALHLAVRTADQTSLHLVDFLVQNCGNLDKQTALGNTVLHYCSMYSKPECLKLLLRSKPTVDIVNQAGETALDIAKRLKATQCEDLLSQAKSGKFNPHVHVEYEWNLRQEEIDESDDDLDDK
HTRA1 inhibitor: inhibitors of human serine peptidase HTRA1 | AID 504803 | recombinant HTRA1, FP-rhodamine activity-based probe, fluorescence polarization | inhibition, % at 5.96 µM | hit rate 0.5% among 340,000; in the data active means inhibition above about 36%;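 further: 0% = enzyme with DMSO and 100% = wells lacking enzyme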
Target sequence (Q92743 whole entry, looked up): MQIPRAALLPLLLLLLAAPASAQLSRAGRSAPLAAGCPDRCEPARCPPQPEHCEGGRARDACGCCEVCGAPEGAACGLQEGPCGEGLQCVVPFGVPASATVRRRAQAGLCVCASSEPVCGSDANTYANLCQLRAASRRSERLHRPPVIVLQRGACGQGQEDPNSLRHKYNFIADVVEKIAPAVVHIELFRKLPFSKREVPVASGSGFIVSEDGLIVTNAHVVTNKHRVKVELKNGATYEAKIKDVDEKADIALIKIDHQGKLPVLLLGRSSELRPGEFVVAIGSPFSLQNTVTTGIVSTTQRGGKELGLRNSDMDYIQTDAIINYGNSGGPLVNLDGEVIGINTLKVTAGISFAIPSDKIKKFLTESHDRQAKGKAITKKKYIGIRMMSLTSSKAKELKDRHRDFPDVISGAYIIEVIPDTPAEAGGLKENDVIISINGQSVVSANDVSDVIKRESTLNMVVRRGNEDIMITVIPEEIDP
SMARCA2 activ: SMARCA2 function activation, primary screen | MG213 cells, MMTV-luciferase reporter, dexamethasone, overnight | activation, % at 9.1 µM | hit rate 1% among 370,000 | AID 652017; in the data active means activation above about 7.8%;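 further: 0% = vehicle wells and 100% = reference activator wells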
The depositor's hits bear a star; x = not tested or not shown.

SMILES	ARFGAP1 inh	rCAG RNA binder	GC-A act	PG9 binder	ABHD4 inh	NPR2 activator	NR1D1 modulator	ASAP1 inh	HTRA1 inhibitor	SMARCA2 activ
COc1ccc(OCCn2c(NC(=O)c3ccco3)nc3ccccc32)cc1	-11.2	1.9	6.7	0.4	-6.0	4.5	2.2	-1.9	-5.1	0.5
CC[C@]12c3[nH]c4ccccc4c3CCN1C(=O)C(CC(=O)NCCCn1ccnc1)C[C@@H]2C(=O)N1CCN(C(=O)C2CC2)CC1 (some centres not stated)	1.6	1.5	4.3	0.2	1.1	1.9	0.4	-2.6	-1.4	-2.7
Cc1ccc([C@@H]2C[C@H]3[C@@H](CN2S(=O)(=O)c2ccc(Cl)cc2)C(=O)C[C@@H](c2ccc(C)cc2)N3S(=O)(=O)c2ccc(Cl)cc2)cc1	0.6	11.8	1.4	-1.2	-3.2	-3.8	5.8	13.4	-21.8	-2.1
COc1ccc(/C=C(/NC(=O)c2ccccc2)C(=O)N/N=C/c2ccc3c(c2)OCO3)cc1OC	7.3	9.3	4.8	1.4	0.2	-1.5	1.2	-3.7	-6.4	0.6
O=C(c1ccc(OC2CCN(CCc3ccccc3)CC2)cc1)N1CCCC(O)C1 (configuration not stated)	0.7	-7.2	0.2	-1.6	5.1	0.9	-2.8	-0.3	-1.6	-1.3
CCc1nnc(NC(=O)CSCc2cc(=O)n3ccsc3n2)s1	1.3	0.4	0.5	-1.4	-0.3	-1.6	-7.4	-1.4	4.9	-1.6
COc1ccc(S(=O)(=O)NCC2CCCN(C(=O)c3sccc3C)C2)cc1 (configuration not stated)	9.0	-3.0	-2.6	1.5	1.9	-2.0	-4.8	2.5	-5.6	-0.6
O=c1oc(-c2cccs2)nc2scc(-c3cccs3)c12	20.8	5.9	-0.7	-0.8	-4.9	-5.8	8.2	8.3	-10.3	1.2
O=C(NCC1CCCO1)c1ccc2c(c1)N(Cc1ccc(Cl)cc1)CCS2 (configuration not stated)	8.3	4.6	-1.5	-0.5	5.0	-5.1	1.6	4.8	-4.2	-3.9
COc1cccc(NC(=S)NC(=O)c2c(Cl)c(C)nn2C)c1	23.8	2.5	-3.8	-4.2	-1.9	-3.9	-1.3	9.3	-5.8	-1.0
O=C(CNS(=O)(=O)c1cccs1)N1CCN(c2ncccn2)CC1	x	2.0	-3.3	x	3.0	9.6	-6.4	x	x	-3.7
CC(C)C[C@@H](CN1CCC[C@@H]1CN1C(=S)NC[C@@H]1Cc1ccccc1)N1C[C@H](Cc2ccc(O)cc2)N(CC2CCCCCC2)C1=S	2.2	8.7	0.5	-3.5	-9.1	4.9	-3.4	-0.5	x	-6.0
O=C(NC1CCCCC1)C(c1ccccc1)N1CCOCC1 (configuration not stated)	7.8	-4.1	-4.1	-0.4	-1.0	3.8	-1.1	6.5	3.4	-0.3
COCCn1c(=O)[nH]c2cc(C(=O)N3CCN(c4ccc(Cl)cc4)CC3)ccc2c1=O	-9.9	0.8	-9.3	-1.1	-10.7	-4.8	-1.8	8.2	0.1	-2.7
COc1ccc(OC)c(S(=O)(=O)N(C)CC(=O)Nc2ccc3c(c2)OCO3)c1	-14.9	1.4	-0.1	-0.3	5.4	4.4	0.4	2.0	-6.2	-0.1
O=C(OCc1ccccc1)/C(=C/c1cccc(Br)c1)NC(=O)c1ccco1	-3.1	-4.0	-2.0	-2.2	-10.8	-1.2	-4.0	6.3	-37.9	-1.9
Cc1ccc(C(=O)OCC(=O)NCC2CCCO2)c(C)c1 (configuration not stated)	-0.8	-5.1	-0.6	-2.0	-10.4	-0.9	9.8	7.5	2.8	-1.6
COc1cccc2cc(-c3nnc(SCC(=O)Nc4cc(C(F)(F)F)ccc4Cl)n3N)oc12	15.4	0.9	-0.5	0.4	1.7	2.6	-2.4	-7.4	-6.0	-1.6
CC(C)c1nnc(NC(=O)c2ccc(S(=O)(=O)N3CCOCC3)cc2)s1	-2.5	1.8	-2.4	0.6	8.4	-0.5	-6.3	14.5	-3.6	-0.4
CC(C)(C)c1cn(-c2ccc(F)cc2)c(=S)[nH]1	-7.1	-2.6	5.7	-1.1	4.2	-0.2	-5.6	10.7	4.3	-0.6
CCCCc1cc2c(cn1)=C(OC(=O)c1cnc3ccccc3n1)C(C)(OC(=O)CC)C(=O)C=2 (configuration not stated)	1.9	24.2	-1.0	-1.1	-4.9	4.9	1.2	-0.7	x	0.5
CCCc1cc(=O)oc2cc(OCC(=O)N(C)C)c(Cl)cc12	9.7	2.8	0.2	1.0	6.8	-2.0	2.9	-0.7	7.3	6.1
CCCCCCNC(=O)CC(c1ccccc1)c1cc(Br)ccc1O (configuration not stated)	-3.7	3.6	-14.8	-0.9	-69.2	-12.6	4.9	-2.0	-63.9	-5.0
Cc1ccc(S(=O)(=O)N(C)C)cc1NC(=O)COC(=O)c1ccc2ccccc2n1	0.5	0.6	-0.6	-2.1	-2.3	2.0	1.9	3.7	-1.2	-3.1
CCC1c2ccccc2C(=O)C1C(N)=O (configuration not stated)	7.7	0.8	1.2	-0.4	-4.2	7.3	-0.3	-2.0	-0.2	4.3

5 compounds from above, showing only ASAP1 inh.
Structure | ASAP1 inh
CC(C)(C)c1cn(-c2ccc(F)cc2)c(=S)[nH]1 | 10.7
CCCCCCNC(=O)CC(c1ccccc1)c1cc(Br)ccc1O (configuration not stated) | -2.0
CCc1nnc(NC(=O)CSCc2cc(=O)n3ccsc3n2)s1 | -1.4
CCCc1cc(=O)oc2cc(OCC(=O)N(C)C)c(Cl)cc12 | -0.7
Cc1ccc(C(=O)OCC(=O)NCC2CCCO2)c(C)c1 (configuration not stated) | 7.5

Back to the main list with the 2 entries that preceded the break.
SMILES	ARFGAP1 inh	rCAG RNA binder	GC-A act	PG9 binder	ABHD4 inh	NPR2 activator	NR1D1 modulator	ASAP1 inh	HTRA1 inhibitor	SMARCA2 activ
Cc1ccc(S(=O)(=O)N(C)C)cc1NC(=O)COC(=O)c1ccc2ccccc2n1	0.5	0.6	-0.6	-2.1	-2.3	2.0	1.9	3.7	-1.2	-3.1
CCC1c2ccccc2C(=O)C1C(N)=O (configuration not stated)	7.7	0.8	1.2	-0.4	-4.2	7.3	-0.3	-2.0	-0.2	4.3
CCn1c2ccccc2c2cc(NC(=O)CSc3nnc(-c4ccc(OC)c(OC)c4)n3N)ccc21	0.8	-3.0	0.2	-0.1	8.3	0.1	0.7	3.5	-7.5	-1.0
O=C(CCN1C(=O)/C(=C/c2ccccc2Cl)SC1=S)NC1CCCC1	14.2	0.6	-6.6	-0.6	1.6	-10.8	-2.6	3.9	-2.2	-0.4
COc1ccc(C(=O)CSc2nc(SC)ns2)cc1OC	4.0	2.0	11.2	-0.6	-1.5	2.0	-5.1	9.3	-9.6	2.6
COCCNC(=O)c1cccc2c(-c3ccnn3C)coc12	2.7	0.7	1.6	-2.2	0.3	3.9	1.3	-2.9	x	-0.5
O=S1(=O)CC/C(=N\Nc2ccccc2)c2ccsc21	-6.5	4.5	1.1	1.7	4.9	4.6	1.3	4.8	-9.2	-1.3
CC(C)NC(=O)c1ccc(-n2c(=S)[nH]c3ccccc3c2=O)cc1	6.5	0.0	-2.5	-1.2	0.8	-2.9	-0.6	9.8	x	3.6
O=C(COC(=O)c1ccc(Cl)c(S(=O)(=O)N2CCCCC2)c1)NCCc1ccccc1	11.6	-2.3	0.1	3.8	15.3	-1.8	0.0	-1.6	-22.1	-1.0
O=S(Cc1ccc(Cl)cc1)CC(O)COc1ccc(Cl)cc1 (configuration not stated)	-4.9	-1.0	1.8	-1.4	-5.1	3.5	-0.4	12.0	-3.5	0.4
COc1ccc(C(C)=O)cc1COC(=O)c1cc(=O)c2ccccc2o1	6.7	1.5	0.9	-1.6	-7.5	-4.0	6.2	11.2	1.1	-0.9
CC(C)Sc1cc(N2CCCC2)nc(-c2ccccc2)n1	-4.2	2.4	-2.8	0.0	4.3	-7.5	-2.4	11.8	0.8	-0.2
CCCC(=O)NC(=S)Nc1ccc(N2CCN(C(=O)c3cccs3)CC2)cc1	3.9	4.1	-2.0	-1.1	6.9	5.1	0.4	9.9	-0.2	-5.2
CCCC(c1nnnn1Cc1ccccc1)N1CCN(c2ccccc2OC)CC1 (configuration not stated)	11.7	-8.1	-2.9	0.7	-1.0	7.0	2.2	-0.6	-14.1	-1.4
Cc1onc(-c2c(Cl)cccc2Cl)c1C(=O)Nc1ccc(C(N)=O)cc1	8.0	0.3	-1.0	-1.8	-6.1	2.4	7.0	-2.6	-5.7	0.2
CN(C)c1ccc(C(=O)Nc2cccc(S(=O)(=O)N3CCCC3)c2)cc1	0.3	8.5	0.8	-0.4	8.7	8.0	-1.6	1.2	2.3	2.8
Cc1ccc(Nc2nnc(SCC3CCCCO3)s2)cc1 (configuration not stated)	3.6	-4.5	4.3	-1.3	8.0	4.1	1.7	10.3	-11.0	1.3
CC(=O)c1ccc(-n2c(=O)[nH]c(=O)c3c(N)c(C(=O)c4ccc(Cl)cc4)sc32)cc1	5.6	11.7	-26.8	-2.0	-4.4	-19.2	3.4	5.7	-7.4	-0.9
O=C1c2ccccc2CCCC12N=NCC2c1cccc2ccccc12 (configuration not stated)	1.7	0.8	-4.3	-0.2	-21.3	-10.2	5.8	15.4	-22.0	-5.2
COc1ccccc1C(=O)COC(=O)c1cc([N+](=O)[O-])ccc1N1CCOCC1	5.8	0.3	1.9	1.7	1.7	-3.0	8.2	1.6	-10.1	-1.4
Cn1c(NCc2ccco2)nc2ccccc21	-10.9	0.4	1.4	0.7	-1.9	-2.4	1.8	-16.1	5.2	-0.3
Cc1ccc(S(=O)(=O)N2CCC(=O)N(C(COCc3ccc(Cl)cc3)C(C)C)CC2)cc1 (configuration not stated)	7.7	0.1	-2.5	-2.4	-3.1	-10.1	2.4	7.6	-23.0	-0.5
CCSc1nnc(NC(=O)CSc2nnc(-c3c[nH]c4ccccc34)n2C)s1	-12.9	1.8	-2.0	0.4	5.0	-7.1	-1.0	-5.4	-1.0	1.2
O=C1c2cccnc2C(=O)N1Cc1ccc2c(c1)OCO2	2.8	-4.3	0.2	-0.1	-2.9	9.5	-4.4	-13.2	1.4	-2.5
COC(=O)CCCn1cc(CN2CC(N3CCN(CCN(C)C)CC3)CS2(=O)=O)nn1 (configuration not stated)	-8.6	-0.3	2.8	-1.2	0.6	5.9	-0.2	-8.4	x	-6.2
CC(O)COc1ccc(/C(=N/O)c2ccccc2)cc1 (configuration not stated)	3.6	2.1	-0.8	-0.8	1.7	1.1	-1.5	8.9	5.8	-2.8
Cc1c(Br)cccc1NC(=O)C1(C)CCN1Cc1ccc(OC(C)C)cc1 (configuration not stated)	3.9	1.6	-1.4	-0.1	-0.1	6.0	1.3	-1.2	x	-4.1
O=C(c1ccc2c3n(nc2c1)-c1ccc(Cl)cc1CO3)N1CCCCC1	12.0	-3.7	10.5	-1.9	1.3	10.0	-4.2	9.1	-28.1	7.4
CCOC(=O)c1c(C)[nH]c(C)c1C(=O)COC(=O)c1nc2nccc(C)n2n1	4.3	1.6	0.8	-0.3	0.0	-2.7	-0.7	3.4	-1.8	-2.8
C=CCn1c(SCC(=O)Nc2ccc(S(N)(=O)=O)cc2)nnc1-c1cnccn1	-13.2	3.5	0.7	0.3	11.2	-0.3	16.9	-5.1	0.3	-2.4

Screening data from PubChem.
